Screening data: PubChem BioAssay, National Center for Advancing Translational Sciences (NCATS)
A549 viability: kills or reduces viability of A549 cells in Nrf2 counter-screen. A549 ARE-Fluc cells, CellTiter-Fluor viability, 18-24 h. Potency, µM (series often up to 46 µM), without a hit: at the top dose activity change, negative = cytotoxicity, hits mostly inhibitors. 390,000 compounds, 0.16% hits; also: potency is read from the fitted curve at half-maximal effect; % is scaled to controls: 0 for no effect and ±100 for the full control effect
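A549 ARE_Fluc cells in 5% FBS OPTI-MEM were exposed to compounds in concentration-response for 18-24 h at 37 deg C. Viability was read by CellTiter-Fluor fluorescence (Ex 405/Em 525) after 30 min, before the luciferase read.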
Nrf2 block: inhibitors of Nrf2 signaling; 360,000 compounds, 2.1% hits; Potency, µM (doses to about 46 µM), without a hit: at the top dose activity change, negative = inhibition, hits mostly inhibitors; AID 504444; A549 ARE-Fluc reporter, luciferase luminescence, 18-24 h; also: potency is read from the fitted curve at half-maximal effect; % is scaled to controls: 0 for no effect and ±100 for the full control effect; nearly all actives have a fitted effect of over 60% in size
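Nrf2 function is reported as luminescence of an ARE-controlled luciferase in A549 cells. Compounds were tested at several concentrations, and a CellTiter-Fluor read on the same wells flagged cytotoxicity.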
HepG2 viability: HepG2 cytotoxicity, counter-screen for TGF-b inhibitors. HepG2 CAGA-GFP viability, ATP luminescence, 18 h. Potency, µM (doses to about 46.1 µM), for the others: top-dose activity change, negative = cytotoxicity, most hits filed as cytotoxic. 410,000 compounds, 0.76% hits. AID 588856; also: potency is read from the fitted curve at half-maximal effect; some results filed as inactive show a strong effect at the top dose
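CellTiter-Glo luminescence gave cytotoxicity after 18 hours at 37 degrees C. The cells were HepG2 CAGA-GFP in 1% FBS DMEM, stimulated with 500 pg/mL TGF-beta after compound addition. %Activity was normalised to no-cell wells (complete cell-killing) and DMSO (no toxicity), and curves were fitted and classified.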
S2 tox: viability counter-screen for ATXN expression inhibitors. Potency, µM (highest dose often 56.7 µM), usual class: cytotoxic. S2 cells (HEK-293 line with an ATXN2-luciferase reporter) viability, CellTiter-Fluor protease fluorescence, 24 h. AID 651635. 400,000 compounds, 0.49% hits; also: potency is read from the fitted curve at half-maximal effect; nearly all actives have a fitted effect of over 40% in size
TGFb SMAD3 inh: blocks TGF-b signaling | HepG2 CAGA-GFP TGF-b/SMAD3 reporter, GFP fluorescence, 18 h; TGF-beta stimulated, 500 pg/mL final | Potency, µM (top dose mostly 46.1 µM), for inactives: at the top dose activity, negative = inhibition, actives largely listed as inhibitors | 410,000 compounds, 1.2% hits; also: potency is read from the fitted curve at half-maximal effect; % is scaled to controls: 0 for no effect and ±100 for the full control effect; nearly all actives have a fitted effect of over 65% in size
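Read-out: total well GFP (ex488/em500-530) summed from mean per-cell fluorescence. Cells: HEPG2 CAGA-GFP, 1% FBS DMEM, 18 h at 37 degrees C with 500 pg/mL final TGF-beta. Unstimulated wells served as the full-inhibition control; stimulated DMSO wells = 0%.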
ATXN2 expr inh: inhibitors of ATXN2 expression | HEK-293 ATXN2-luciferase reporter, luminescence, 24 h | Potency, µM (series often up to 57 µM), inactives show at the highest dose activity change, negative = inhibition, hits mostly inhibitors | 360,000 compounds, 0.72% hits; also: potency is read from the fitted curve at half-maximal effect; % is scaled to controls: 0 for no effect and ±100 for the full control effect; nearly all actives have a fitted effect of over 55% in size
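ATXN2-luciferase reporter cells (luciferase flanked by upstream and downstream ATXN2 gene portions) were treated 24 h at 37 °C with compounds at up to 57 uM. SteadyGlo luminescence gave expression; GF-AFC fluorescence gave viability.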
IL-2 act: activators of IL-2; IL-2 activation reporter assay, cell-based qHTS; stimulated with anti-CD3/CD4/CD28 beads; in transgenic mouse T cells; activation, % (series mostly up to about 46 µM); 360,000 compounds, 0.065% hits; AID 652025; in the data active = activation above about 50%; inconclusive = mostly about 30% to 49%; also: 0% is about no effect
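Unstimulated transgenic mouse T cells; 60-min compound exposure; bead-based TCR/CD4/CD28 stimulation; 18 h culture, 37 degrees C; dual fluorescence (EGFP, DsRed) plate cytometry.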
EPAC2 ag: EPAC2 (human) agonism. Q8WZA2. EPAC2 activation, biochemical qHTS; response scale: 100% = 6.5 mM cAMP response. Potency, µM (series often up to 154 µM), inactives show top-dose activation, usual class: activators. 360,000 compounds, 0.079% hits; also: potency is read from the fitted curve at half-maximal effect; nearly all actives have a fitted effect of over 50% in size
Target sequence (Q8WZA2 whole entry, looked up): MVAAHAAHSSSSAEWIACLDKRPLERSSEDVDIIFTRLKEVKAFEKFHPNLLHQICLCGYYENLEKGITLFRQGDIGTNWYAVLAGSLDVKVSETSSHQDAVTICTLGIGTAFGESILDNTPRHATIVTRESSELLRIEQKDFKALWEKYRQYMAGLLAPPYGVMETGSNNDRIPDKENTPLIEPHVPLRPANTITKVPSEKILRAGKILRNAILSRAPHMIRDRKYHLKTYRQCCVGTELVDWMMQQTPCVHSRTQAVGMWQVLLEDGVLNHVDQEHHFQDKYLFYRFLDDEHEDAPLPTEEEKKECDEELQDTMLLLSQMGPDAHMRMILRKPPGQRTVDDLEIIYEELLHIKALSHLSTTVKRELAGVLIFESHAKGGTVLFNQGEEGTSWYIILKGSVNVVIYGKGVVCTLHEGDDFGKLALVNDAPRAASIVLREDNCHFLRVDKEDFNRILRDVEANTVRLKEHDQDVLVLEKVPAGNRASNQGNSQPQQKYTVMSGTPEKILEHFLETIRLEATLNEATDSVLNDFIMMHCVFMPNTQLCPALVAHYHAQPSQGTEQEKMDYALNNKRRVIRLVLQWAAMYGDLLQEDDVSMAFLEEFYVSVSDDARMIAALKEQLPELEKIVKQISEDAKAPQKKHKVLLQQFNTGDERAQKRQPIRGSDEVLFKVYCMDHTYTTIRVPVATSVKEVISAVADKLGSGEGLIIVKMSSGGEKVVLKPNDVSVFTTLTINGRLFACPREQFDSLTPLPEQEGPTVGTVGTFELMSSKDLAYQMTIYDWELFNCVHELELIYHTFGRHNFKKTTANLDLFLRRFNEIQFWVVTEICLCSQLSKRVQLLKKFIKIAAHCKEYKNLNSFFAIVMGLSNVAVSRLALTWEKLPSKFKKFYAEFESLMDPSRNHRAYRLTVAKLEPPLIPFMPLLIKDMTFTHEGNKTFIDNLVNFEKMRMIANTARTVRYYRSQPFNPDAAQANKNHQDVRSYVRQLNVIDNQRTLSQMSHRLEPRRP
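In this primary screen, activation is scored as increased exchange of BODIPY-GDP from Rap1B by 100 nM EPAC2, with 50 uM GDP as competitor. Signal is normalized to the 6.5 mM cAMP agonist control.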
Nrf2 ARE act: activators of Nrf2 (ARE) signaling | AREc32 ARE-luciferase reporter (MCF7-derived line), luminescence, 24 h | 410,000 compounds, 0.31% hits | Potency, µM (titrated, usually from 46.1 µM), inactives show at the top dose activation, usual class: activators; also: potency is read from the fitted curve at half-maximal effect; % of control where 0% means no effect; nearly all actives have a fitted effect of over 65% in size
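AREc32 cells carrying an ARE-driven firefly luciferase reporter were seeded at 1000 cells/well in OPTI-MEM with 5% FBS, then exposed to compound for 24 hr at 37 deg C. Luminescence was read with Steady-Glo after 30 min at RT.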
Numbers without * were called inactive; i = inactive; ? = inconclusive; / = not tested or not shown; & = joins results of further samples; [ ] = remark or other dose. Unless noted, calls follow the shape of the dose curve; as a rule, active = well fitted curve in the direction sought with a large enough effect; inconclusive = small, poorly fitted or top-dose-only effect, or another doubt; inactive = no such curve, though single readings can be large; an effect the other way counts as inactive or inconclusive.

molecule	A549 viability	Nrf2 block	HepG2 viability	S2 tox	TGFb SMAD3 inh	ATXN2 expr inh	IL-2 act	EPAC2 ag	Nrf2 ARE act
CCc1nc2c(OCc3ccc(Cl)cc3)cccn2c1N(C)C(=O)c1ccc(C)cc1	/	/	-44%	?	?	?	-0.2	25%	0.0%
CCCCN1C(=O)C(O)(c2ccccc2)c2cc(Br)ccc21 (configuration not stated)	11%	5%	-44%	i	?	15%	-1.6	20%	-0.7%
COc1ccc(-n2c(/C=C/c3cccc4ccccc34)nc3ccccc3c2=O)cc1Cl	0%	/	-27%	/	-14%	/	/	/	-0.3%
O=C(NC(=S)Nc1ccc(F)c(Cl)c1)C1CC1	-6%	10%	-29%	i	?	0%	-2.8	3%	3.8%
CC(=O)c1cc(OC(=O)N2CCOCC2)ccc1OC(=O)N1CCOCC1	-3%	8%	-9%	i	-16%	6%	-1.7	1%	-0.9%
Cc1ccc(Cn2nnnc2CN2CCC(NC(=O)C(C)(C)C)CC2)cc1	6%	-20%	-10%	i	-3%	-8%	-0.8	18%	0.2%
COc1ccccc1C(CC(=O)N1CCCC1)c1ccc2c(c1)OCO2 (configuration not stated)	-12%	?	0%	i	-10%	3%	-0.8	-3%	-0.1%
COCCCNC(=O)CSc1ccc(Cl)cc1	/	18%	0%	i	-3%	15%	-1.9	4%	-0.7%
Nc1cc(N)cc(C(=O)OCC(=O)Nc2cc(S(=O)(=O)N3CCCCC3)ccc2Cl)c1	-5%	-15%	18%	i	-5%	-18%	-1.0	11%	0.0%
O=C(N/N=C/c1ccncc1)c1ccc(OCc2ccccc2)cc1	8%	-23%	4%	i	-13%	-16%	-2.4	10%	-0.2%
COc1ccc(C(=O)c2c[nH]c3ccccc23)cc1	?	/	2%	i	18%	48%[activator]	-0.3	-25%	2.6%
Cc1ccc(-c2nc(C#N)c(NCc3cccc4c3OCO4)o2)cc1	-16%	?	-34%	i	?	53%[activator]	-1.3	15%	6.3%
Cc1cccc(CCNC(=O)CCS(=O)(=O)c2cc3c(cc2C)NC(=O)CO3)c1	3%&-1%	5%&-3%	8%&6%	i	-2%&28%	-3%&2%	-0.8	1%	-1.0%&-2.1%
CC(=O)Nc1ccc(S(=O)(=O)N2CCN(CCC#N)CC2)cc1	-5%	-12%	5%	i	5%	9%	-0.6	1%	-0.2%
CCOc1ccc2oc(=O)cc(CN3CCN(C(=O)c4cccc(Cl)c4)CC3)c2c1	-3%	?	-35%	/	?	/	/	/	6.5%
CCOc1ccccc1N(C)C(=O)c1ccc2c(=O)n3c(nc2c1)CCCCC3	2%	-4%	-11%	i	-2%	-10%	2.8	5%	-0.5%
COc1ccccc1/C=C/CN1CCC(n2nccc2NC(=O)C2CC2)CC1	4%	1%	-5%	i	0%	0%	-1.9	5%	-0.2%
O=C(O)Cn1nc(-c2ccccc2)oc1=O	2%	11%	8%	i	-5%	1%	1.2	14%	-0.4%
O=C(Oc1ccccc1Cl)c1ccc(-n2cncn2)nc1	-9%	17%	9%	?	34%[activator]	-12%	-3.7	-2%	-0.8%
Cc1ccc(-c2ccc(CN3C(CC(C)C)C(=O)N(Cc4cn(CCC5OCCCO5)nn4)CCS3(=O)=O)cc2)cc1 (configuration not stated)	/	/	-57%	/	?	28µM*	-3.5	-1%	-4.2%

Three entries already listed, arranged by formula weight, smallest number first:
molecule	A549 viability	Nrf2 block	HepG2 viability	S2 tox	TGFb SMAD3 inh	ATXN2 expr inh	IL-2 act	EPAC2 ag	Nrf2 ARE act
O=C(NC(=S)Nc1ccc(F)c(Cl)c1)C1CC1	-6%	10%	-29%	i	?	0%	-2.8	3%	3.8%
CCOc1ccccc1N(C)C(=O)c1ccc2c(=O)n3c(nc2c1)CCCCC3	2%	-4%	-11%	i	-2%	-10%	2.8	5%	-0.5%
COc1ccc(-n2c(/C=C/c3cccc4ccccc34)nc3ccccc3c2=O)cc1Cl	0%	/	-27%	/	-14%	/	/	/	-0.3%

(more compounds)
molecule	A549 viability	Nrf2 block	HepG2 viability	S2 tox	TGFb SMAD3 inh	ATXN2 expr inh	IL-2 act	EPAC2 ag	Nrf2 ARE act
O=C(CSc1ccc(-c2ccc(F)cc2)nn1)NCCc1ccccc1	1%	7%	-11%	i	13%	-18%	-0.4	-1%	0.3%
O=C(CSc1nnc(-c2ccccc2F)o1)NC1CCCCC1	1%	?	-12%	i	0%	22%	-1.8	7%	0.5%
Clc1ccc(C2=Nn3c(nnc3-c3n[nH]c4c3CCC4)SC2)cc1Cl	?	?	-55%	?	?	-29%	-0.6	6%	0.4%
CC(C)C[C@@H](CN1CCC[C@H]1CN1C(=O)C(=O)NC[C@@H]1Cc1ccccc1)N1C[C@H](Cc2ccc(O)cc2)N(CC2CCCCCC2)C(=O)C1=O	/	/	/	?	/	?	-0.8	-8%	-2.1%
Cc1ccc(Cn2nc(C)c(C(=O)NCC(c3cccs3)N3CCOCC3)c2Cl)cc1 (configuration not stated)	0%	-7%	0%	i	-9%	7%	1.8	8%	-0.2%
O=C(Cn1cnc2cc([N+](=O)[O-])ccc2c1=O)Nc1cccc(S(=O)(=O)N2CCCCC2)c1	?	?	-27%	i	-18%	-34%	0.4	7%	-1.0%
Cc1ccc(CN2CC(C(=O)N3CCN(c4ccccc4Cl)CC3)CC2=O)cc1 (configuration not stated)	-1%	-14%	-27%	?	?	-28%	1.5	3%	-0.1%
CC1=C(C(=O)N2CCOCC2)CC(CC(=O)NC2CCCC2)C(=O)N1Cc1ccc(C(C)(C)C)cc1 (configuration not stated)	/	/	-48%	i	-24%	7%	-2.1	0%	0.1%
COCCOC(=O)c1[nH]c2c(c1C)C(=O)CC(c1ccc(F)cc1)C2 (configuration not stated)	-9%	?	-3%	?	5%	-17%	-2.8	-6%	0.1%
CC(=O)C1CCC2C3CCC4CC(=O)CCC4(C)C3C(O)CC12C (configuration not stated)	9%	?	2%	i	10%	-7%	-1.6	-1%	0.8%
Cc1ccc(-c2nn3c(=O)cc(CN4CCN(C(=O)c5ccc(C(C)(C)C)cc5)CC4)nc3s2)cc1	4%	/	4%	i	-4%	7%	/	/	0.5%
Cc1ccc(S(=O)(=O)N2C[C@H]3[C@H]4C(=O)N(c5ccccc5)C(=O)[C@H]4C[C@H](OC(=O)NC4CCCC4)[C@@]3(O)C2)cc1	/	/	-20%	i	-10%	4%	-3.2	11%	-0.9%
CCn1c(SCC(=O)NNC(=O)c2ccc(C)cc2)nnc1-c1ccncc1	-6%	-14%	10%	i	-2%	10%	-4.0	-5%	-0.5%
O=S(=O)(NCCc1ccccc1)c1ccc(Br)s1	9%	-18%	-18%	i	-12%	-8%	-0.6	6%	3.3%
COc1ccc(C(=O)NCC2OCCc3ccccc32)cc1OC (configuration not stated)	4%	-13%	-34%	i	6%	8%	-0.2	12%	-1.1%
Cc1ccc(NC(=O)N2CCC(CN3CCC(C)CC3)CC2)cc1F	0%	9%	0%	i	22%	14%	/	/	-0.3%
CNC(=O)Nc1ccccc1NC(=O)NC	-12%	-2%	0%	i	-8%	-1%	-4.7	-1%	0.2%
O=C(c1ccccc1Cl)N1CCN(S(=O)(=O)N2CCCCC2)CC1	5%	8%	15%	i	23%	-1%	-4.0	12%	-1.3%
CC(C)Nc1nc(Oc2ccc(Cl)cc2)cc(C(F)(F)F)n1	/	-42%	-38%	i	15%	-26%	-1.4	4%	1.5%
Clc1ccccc1Cc1cn2cc(-c3ccccc3)nc2s1	1%	?	-7%	i	1%	28%	/	/	3.3%
O=[N+]([O-])c1ccc(O)c(/C=N/n2cnnc2)c1	-21%	-12%	-8%	?	3%	6%	-2.8	3%	-1.5%
CCCCNC(=O)/C=C1\Sc2ccccc2NC1=O	1%	5%	0%	i	-18%	36%[activator]	-1.6	1%	?
CCCC(=O)OCC(=O)Nc1ccc(OC(F)F)cc1	2%	-8%	-5%	i	0%	4%	-2.5	2%	0.1%
COCCOc1ccc(C(F)(F)F)cc1NC(=O)COC(=O)c1c(C)noc1C	10%	8%	-3%	?	2%	-14%	-2.7	4%	2.0%
CN(CC(=O)Nc1cccc(F)c1)C(=O)CNS(=O)(=O)c1ccc(N(C)C)c([N+](=O)[O-])c1	?	1%	-1%	i	-4%	3%	0.4	6%	2.5%
CC1=C(C(N)=O)C(c2ccccc2[N+](=O)[O-])n2ncnc2N1 (configuration not stated)	8%	-30%	-12%	i	-11%	/	0.6	15%	-0.1%
COc1cccc(-c2cc(C(F)(F)F)c(C#N)c(=O)[nH]2)c1	-9%	6%	-22%	/	?	-9%	0.9	-1%	2.1%
Cc1cc(C)c2c(NC(=O)c3ccccc3)c(C(=O)Nc3ccc(F)cc3)sc2n1	0%	/	0%	i	11%	2%	/	/	-0.2%
COc1ccccc1NC(=O)C1=C(C)Nc2nc(-c3cccs3)nn2C1c1cccnc1 (configuration not stated)	2%	7%	4%	i	-2%	10%	2.8	-3%	-0.3%
Cc1oc(-c2ccc(C(=O)NCc3ccc(Cl)cc3)cc2)nc1CS(=O)(=O)c1ccccc1	12%	-19%	-21%	?	?	?	/	/	4.7%
CCCCC(=O)N1C(C)CCC1C (configuration not stated)	/	/	-35%	i	-8%	/	-2.0	3%	-0.3%
COCCn1c(SCC(=O)Nc2sc(C)c(C)c2C#N)nnc1-c1ccc(OC)cc1	1%	?	6%	i	-2%	-6%	-0.9	-8%	0.1%
COc1ccc(/C=N/N=C2/NC(=O)C(CC(=O)NC(C)C)S2)cc1 (configuration not stated)	0%	2%	-24%	i	5%	-3%	-0.8	1%	1.3%
